# TR-FRET SRC-2 ct: counter-screen for PPARgamma SRC-2 recruitment agonists: TR-FRET artefact; AID 1049; hits give high values; TR-FRET ratio at 8 µM; 0.4% of 200,000 active; in the data active = TR-FRET ratio above about 2000; also: inactives centre near 1500
# STAT3 act: activators of IL-6 induced STAT3 signaling. U3A cells, IL-6 STAT3-luciferase reporter, luminescence; 100% = signal with IL-6 EC80 alone. activation (% of control), % at 5.6 µM. 0.91% of 190,000 active;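 active = activation above the screen-wide mean of compound activation plus 3 SD, cut at about 130% in these data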;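 also: 0% = background luminescence of wells with medium and substrate only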
#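 system = STAT3-luciferase reporter U3A cells | reagent = IL-6 stimulus at 33 ng/mL final | timing = 1 h compound pre-exposure, 6 h IL-6 stimulation, 37 °C | measured by = luminescence | evaluation = % activation versus median of IL-6-stimulated wells | control set = IL-6-only wells as 100% reference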
# STAT1 inh: reduces IFN-gamma driven STAT1 reporter signal | 0.35% of 200,000 active | inhibition, % at 5.5 µM | AID 920 | NIH 3T3 STAT1-luciferase reporter, luminescence;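 active = inhibition above a set limit, the mean inhibition across all tested compounds plus 3 SD, cut at about 34% in these data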;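 also: 0% = IFN-gamma with DMSO and 100% = IFN-gamma with 300 µM nifuroxazide; values of inactives mirror those of a sister screen read the other way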
# bIAP activator: intestinal alkaline phosphatase (bovine) activation; AID 1016; activation factor at 20 µM; 0.17% of 200,000 active; purified bovine IAP, CDP-star luminescence, 30 min; hits give high values; fold of DMSO-control signal, blank-subtracted;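 active = activation factor of 2 or more at 20 µM, a signal rise over negative controls twice the positive control's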
# STAT3 blocker: inhibitors of IL-6 induced STAT3 signaling; U3A cells, IL-6 STAT3-luciferase reporter, luminescence; host cell line lacks STAT1; inhibition, % at 5.5 µM; 0.89% of 190,000 active;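 active = inhibition above the mean inhibition across all screened compounds plus 3 SD, cut at about 44% in these data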;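 also: 0% = DMSO only wells and 100% = 100 µM nifuroxazide control wells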
# bIAP inh: intestinal alkaline phosphatase (bovine) inhibition; 190,000 tested, under 10 active; AID 1019; purified bovine IAP, CDP-star luminescence, 30 min; inhibition, % at 20 µM;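 active = over 50% inhibition of intestinal alkaline phosphatase at 20 µM in the single-dose screen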
#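 Incubation: 30 min reaction at room temperature / Material: purified bovine intestinal alkaline phosphatase (IAP) enzyme / Input: enzyme at 1/65,000,000 dilution / Dosing: 20 µM single dose / Signal: CDP-star luminescence signal / Reagent: CDP-star chemiluminescent phosphatase substrate, 30 µM final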
# TNAP act hiacc: increases human TNAP activity under high phosphate acceptor concentration. P05186. purified TNAP, CDP-star luminescence, 1 M DEA, 30 min; hits give high values; 0 = EDTA background, 1 = DMSO-only activity. activation factor at 20 µM. 200,000 tested, under 10 active. AID 1136;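 active = activation factor at least 2 at 20 µM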
# Target sequence (P05186 whole entry, looked up): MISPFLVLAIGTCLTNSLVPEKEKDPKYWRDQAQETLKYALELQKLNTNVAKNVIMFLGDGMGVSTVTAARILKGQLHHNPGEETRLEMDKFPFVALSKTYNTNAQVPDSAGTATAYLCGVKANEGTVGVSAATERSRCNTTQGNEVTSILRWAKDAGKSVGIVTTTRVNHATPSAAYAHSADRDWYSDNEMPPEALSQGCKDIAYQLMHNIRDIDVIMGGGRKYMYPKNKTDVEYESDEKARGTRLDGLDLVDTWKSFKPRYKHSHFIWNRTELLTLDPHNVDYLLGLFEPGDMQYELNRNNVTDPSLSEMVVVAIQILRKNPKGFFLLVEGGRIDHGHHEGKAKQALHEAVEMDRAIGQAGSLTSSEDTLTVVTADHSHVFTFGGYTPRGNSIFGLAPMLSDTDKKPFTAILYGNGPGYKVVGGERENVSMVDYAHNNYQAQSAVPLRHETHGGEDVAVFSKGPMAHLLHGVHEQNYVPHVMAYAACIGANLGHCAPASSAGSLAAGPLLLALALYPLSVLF
#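 Assay system: human TNAP; Input: enzyme diluted 1/800 final; Reagent: CDP-star luminogenic substrate at 100 µM final; Timing: 30 min, room temperature; Signal: luminescence; Evaluation: TNAP activation factor scaled between EDTA and DMSO control wells.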
# PPARg SRC1 recr: PPARgamma-driven SRC-1 recruitment agonism. activation, % at 8 µM. 0.41% of 200,000 active. PPARgamma-SRC-1 coactivator recruitment biochemical assay; in the data active = activation above about 19%;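 also: 0% = DMSO and 100% = reference agonist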
# Target sequence (P37231 whole entry, looked up): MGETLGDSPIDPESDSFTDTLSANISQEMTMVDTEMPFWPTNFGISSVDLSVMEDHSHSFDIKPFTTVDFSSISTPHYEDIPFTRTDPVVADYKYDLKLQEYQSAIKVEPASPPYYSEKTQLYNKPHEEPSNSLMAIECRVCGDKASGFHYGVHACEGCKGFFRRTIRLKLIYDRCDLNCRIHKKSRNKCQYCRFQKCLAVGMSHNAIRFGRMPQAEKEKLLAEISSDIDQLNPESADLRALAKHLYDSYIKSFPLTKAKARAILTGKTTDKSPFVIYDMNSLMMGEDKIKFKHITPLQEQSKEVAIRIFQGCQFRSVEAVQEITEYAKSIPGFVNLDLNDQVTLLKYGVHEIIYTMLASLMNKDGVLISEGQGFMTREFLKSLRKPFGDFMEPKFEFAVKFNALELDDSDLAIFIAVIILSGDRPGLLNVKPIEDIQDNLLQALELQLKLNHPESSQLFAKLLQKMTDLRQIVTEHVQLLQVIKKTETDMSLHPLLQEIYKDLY
# PPARg SRC-3 ag: promotes SRC-3 coactivator recruitment by human PPARgamma; P37231; biochemical PPARgamma/SRC-3 coactivator recruitment assay; activation, % at 8 µM; 0.26% of 200,000 active; AID 731; in the data active = activation above about 23%;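 also: 0% = DMSO and 100% = reference agonist; some compounds past the cut are filed as inactive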
# PPARg SRC-2 ag: PPARgamma-driven SRC-2 recruitment agonism; P37231; PPARgamma LBD-SRC-2 recruitment, biochemical; activation, % at 8 µM; 0.34% of 200,000 active; AID 1032; in the data active = activation above about 22%;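 also: 0% = vehicle and 100% = reference agonist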
# ROMK primary: modulators of human ROMK potassium channel. 2% of 130,000 active. B-score at 10 µM. P48048. Tet-inducible ROMK, thallium flux fluorescence; actives lie on both sides;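 active = signal ratio slope over the read window, or its plate-corrected B-score, at least 3 SD from the plate mean, either direction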;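 also: B-score of the F/F0 ratio slope over 7 to 12 s after thallium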
# Starred values were filed as active, the others as inactive; nt = no result given. Random draw from the library; any-hit rate near 3.7%.
SMILES,TR-FRET SRC-2 ct,STAT3 act,STAT1 inh,bIAP activator,STAT3 blocker,bIAP inh,TNAP act hiacc,PPARg SRC1 recr,PPARg SRC-3 ag,PPARg SRC-2 ag,ROMK primary
CCOc1c(OC)cc(C2C(C#N)=C(N)Oc3n[nH]c(-c4ccncc4)c32)cc1OC (stereo unspecified),1907,95,6,1,8,5,1,4,9,0,nt
O=C(COC(=O)/C=C/c1ccccc1)Nc1ccccc1Br,1531,104,3,0.9,-10,11,1,-1,1,7,nt
COC(=O)c1ccc(Sc2ccc(Cl)cc2)c(N)c1,1751,94,1,0.6,11,44,1,4,10,12,nt
CC(=O)N1CCN(CC(=O)Nc2sccc2C#N)CC1,1621,98,-2,1.1,11,-8,1,-3,3,6,0.49
CCOc1ccc(NC(=O)CSc2nc3[nH]ncc3c(=O)n2-c2ccccc2OC)cc1,1437,110,3,1.1,-2,-10,1,-1,3,-5,-0.85
CC1CN(C(=O)C2CCCC2)C(C)CN1C(=O)C1CCCC1 (stereo unspecified),1619,104,0,0.9,-2,8,1.1,2,3,3,nt
COc1ccc(C(=O)c2ccc(OC)c(OC)c2)cc1OC,1445,102,21,1,1,-5,1,3,7,4,0.19
COc1cc(/C=C2\SC(=S)N(N3CCOCC3)C2=O)cc(OC)c1OC,1383,99,-7,1,4,-4,1,-1,-2,-8,nt
O=C(NNC(=S)Nc1ccccc1Cl)C1CC1,1593,100,14,0.8,-1,16,1,-1,-1,-1,nt
O=C(CC(=O)c1ccccc1O)c1ccc(F)cc1,1454,129,-16,0.9,-27,8,1,-7,-1,-7,1.4
CC(=O)N1c2ccc(S(=O)(=O)CCC(=O)O)cc2CC1C (stereo unspecified),1570,93,-4,1,10,4,1,6,14,-2,nt
Cc1ccc(/C=N/n2cnc3sc(C)c(C)c3c2=O)o1,1576,92,-23,0.9,9,5,1,-4,3,5,-0.7
CCOc1ccc(N2CC(C(=O)Nc3cccc(C)c3C)CC2=O)cc1 (stereo unspecified),1402,96,-4,1.1,7,-7,1,2,5,-5,nt
Cc1cc(C)c(S(=O)(=O)N2CCC(C(=O)NCc3ccco3)CC2)c(C)c1,1685,102,1,0.9,-4,5,1,-2,-10,-1,-0.46
O=C(O)c1ccc(F)c(S(=O)(=O)Nc2ccccc2)c1,1457,93,-7,1,14,0,1.1,2,-8,3,0.022
CCNC(=S)N1CCC(C(=O)c2ccc3c(c2)OCCO3)CC1,1705,89,0,0.9,18,9,1,4,4,-1,0.83
Oc1nc(-c2ccc(Cl)cc2)n2ccncc12,1872,98,2,1,7,1,1,19,3,9,0.22
O=C(CN1CCN(S(=O)(=O)c2ccc(Br)cc2)CC1)Nc1ccccc1F,1510,102,-3,0.9,2,11,1.1,-2,-5,0,-1.2
CCn1cc(C(=O)OCc2ccccc2)c(=O)c2ccc(C)nc21,1609,94,10,0.9,11,5,1,-2,3,6,1.1
O=[N+]([O-])c1cc2c(cc1C=Nc1ccccc1)OCO2,1468,103,2,1,2,2,1,5,-6,8,nt
Cc1ccc(NC(=O)NCCCN2CCCC2=O)cc1,1473,101,-6,0.9,5,6,1.1,4,4,8,0.0021
Nc1c(-c2cccc(Cl)c2)cnn1-c1cccc(C(F)(F)F)c1,1567,85,-8,0.9,25,11,1,2,4,3,0.045
CC(=O)Nc1ccc(S(=O)(=O)N2CCSCC2)cc1,1470,100,0,0.9,8,12,1.1,1,0,5,-0.94
Cc1ccccc1N=C(NOCc1ccccc1)c1nonc1N,1764,94,4,0.9,11,7,1,3,14,5,nt
Cc1ccc(/C=C/C(=O)NCCCn2ccnc2)cc1,1625,99,-13,1,3,0,1,-1,-4,0,1.1
COc1cccc(C2=NN(C(=O)c3cccs3)C(O)(C(F)(F)F)C2)c1 (stereo unspecified),1547,101,-11,0.9,0,10,1,-2,3,2,nt
COC(=O)c1cc(=O)n(Cc2ccc3c(c2)OCO3)c(=Nc2ccc(F)cc2)s1,1805,93,9,0.9,16,9,1.1,0,-3,-2,nt
Cc1ccc(OCCCN2C(=O)C(=O)c3cc(C)ccc32)cc1,1703,99,-4,0.9,7,5,1,1,5,-6,-0.096
O=[N+]([O-])c1cccc(-c2n[nH]c(=S)n2-c2ccc(Br)cc2)c1,1594,96,3,0.8,10,20,1.1,8,0,4,0.49
O=C(CCCN1C(=O)CSc2ncccc21)N1CCN(c2cccc(C(F)(F)F)c2)CC1,1772,104,-1,0.9,0,6,1,-3,1,-5,-1.2

# Ordered by value in bIAP activator (largest number first): 3 from the list above.
Molecule | bIAP activator
Cc1ccc(/C=C/C(=O)NCCCn2ccnc2)cc1 | 1
Cc1ccc(OCCCN2C(=O)C(=O)c3cc(C)ccc32)cc1 | 0.9
O=[N+]([O-])c1cccc(-c2n[nH]c(=S)n2-c2ccc(Br)cc2)c1 | 0.8

# One compound at a time, from the list above. Order of screens: TR-FRET SRC-2 ct	STAT3 act	STAT1 inh	bIAP activator	STAT3 blocker	bIAP inh	TNAP act hiacc	PPARg SRC1 recr	PPARg SRC-3 ag	PPARg SRC-2 ag	ROMK primary
# Results for COC(=O)c1cc(=O)n(Cc2ccc3c(c2)OCO3)c(=Nc2ccc(F)cc2)s1 : 1805	93	9	0.9	16	9	1.1	0	-3	-2	nt
# Results for O=C(CCCN1C(=O)CSc2ncccc21)N1CCN(c2cccc(C(F)(F)F)c2)CC1 : 1772	104	-1	0.9	0	6	1	-3	1	-5	-1.2

# Next part
SMILES,TR-FRET SRC-2 ct,STAT3 act,STAT1 inh,bIAP activator,STAT3 blocker,bIAP inh,TNAP act hiacc,PPARg SRC1 recr,PPARg SRC-3 ag,PPARg SRC-2 ag,ROMK primary
CCOc1ccc(Cn2nnc(C(=O)NCc3ccc(OC)cc3)c2N)cc1,1576,96,-6,0.9,10,15,1,7,23,13,nt
CCS(=O)(=O)Nc1c(C(=O)OC)[nH]c2ccccc12,1465,139*,15,1,-42,-1,1.1,5,-2,1,nt
CCOC(=O)N1CCC(NC(=O)CCS(=O)(=O)c2ccc3c(c2)CCN3C(=O)CC)CC1,1539,106,4,1.1,-2,-10,1,5,-4,-10,nt
COc1cc(C)c(Cc2cnc(N)nc2N)cc1OC,1472,nt,nt,1.1,nt,-7,1.1,-5,-3,-2,nt
Cn1c(-c2ccccc2)cccc1=O,1466,119,1,1,-17,-2,1,4,-7,-1,0.62
Cn1c2ccc(F)cc2c2ncn(Cc3ccco3)c(=O)c21,1523,96,-6,1,6,4,1,8,4,0,nt
C/C(Cl)=C/Cn1c(SCCN2CCOCC2)nc2c1c(=O)[nH]c(=O)n2C,1639,97,5,1,9,1,1,10,0,8,nt
Cc1ccc2cccc(Oc3ncnc4scc(-c5ccccc5)c34)c2n1,1487,91,15,1,6,1,1,0,4,4,nt
c1ccc(-c2n[nH]c(-c3ccccc3)c2-c2nc3ccccc3[nH]2)cc1,1502,98,-1,1.3,4,-32,1.1,1,9,9,nt
Cc1csc(NC(=O)c2cc(-c3ccco3)nc3ccccc23)n1,1536,117,1,0.9,-13,10,1,4,-1,2,nt
O=C(c1cccs1)N1N=C(c2ccc(O)cc2)CC1c1ccccc1 (stereo unspecified),1629,95,15,0.7,4,30,1,3,-2,5,-0.2
Cc1ccc(O)c(C(=O)c2cc(C#N)c(=O)n(-c3nccs3)c2)c1,1410,120,-5,1,-18,0,1,-3,2,-9,-2.6
Cc1ccc(C(=O)COC(=O)CCC(=O)Nc2cccc(Cl)c2)cc1[N+](=O)[O-],1623,98,-15,0.9,7,14,1,-5,1,-1,nt
COc1ccccc1C(=O)COC(=O)c1ccccc1OCC(=O)Nc1ccc(SC(F)F)cc1,1629,97,-3,1,4,-5,1.1,1,1,12,nt
O=C(NCCc1ccccc1)C(c1ccncc1)N(C(=O)c1csnn1)C1CC1 (stereo unspecified),1562,97,6,1,7,2,1,-2,4,2,0.21
CCCOc1ccc(C(=O)NCc2cccnc2)cc1,1583,103,9,0.9,-1,6,1,3,9,1,-0.26
COC(=O)c1nn(-c2ccc3c(c2)OCO3)cc1O,1609,87,-3,1,19,5,1.1,3,-2,5,nt
CC1Cc2nc(SCC(=O)OCc3ccccc3)n(C)c(=O)c2S1 (stereo unspecified),1628,102,-4,0.8,-2,20,1.1,-8,6,3,nt
COc1ccc(S(=O)(=O)N(C)C)cc1NC(=O)CSc1nnc(-c2cccnc2)o1,1356,101,-1,1.3,6,-32,1,5,2,0,0.035
O=C(COC(=O)c1ccc2ncsc2c1)NC(=O)c1ccccc1,1353,97,2,1.1,5,-9,1,-4,-6,1,-0.72
CCCCn1c(CCn2nc(C)c(Br)c2C)n[nH]c1=S,1673,98,4,1.3,8,-32,1,1,1,7,-0.25
Cc1cc(C(=O)N2CCN(CCc3ccccc3)CC2)no1,1516,96,-4,0.9,7,7,1.1,1,-10,6,nt
CCOC(=O)N1CCN(C(=O)c2ccc3c(=O)n(-c4ccc(OC)cc4)c(=S)[nH]c3c2)CC1,1688,99,10,1,8,2,0.9,6,7,3,nt
C=CCNC(=O)C(C#N)c1nc2ccccc2nc1N1CCCCCC1 (stereo unspecified),1682,103,0,0.9,0,12,1,7,0,16,-0.6
O=C(Nc1cnn(Cc2ccc(F)cc2)c1)c1cc(-c2ccco2)on1,1556,103,0,0.9,5,12,1,5,4,1,-0.87
Cc1ccccc1NC(=O)Cc1cn(C)c2ccccc12,1520,97,3,1,9,0,1,1,1,-3,-2.7
Cc1ccc(NC(=O)C2C(c3ccccc3)C2(Cl)Cl)c(C)c1 (stereo unspecified),1464,92,2,0.7,10,34,1.1,3,5,1,-0.61
COc1ccccc1CN1CCSCC1,1468,101,6,0.9,5,7,1,6,-8,-1,-0.027
Cc1cc(OCC(=O)c2ccc(F)cc2)ccc1N1C(=O)CCC1=O,1583,101,0,1,2,4,1,-1,5,-3,nt
Cc1cc(C)c(/C=C(\C#N)C(N)=S)c(C)c1,1465,91,-3,1,12,5,1,-1,6,3,-1.6
Cc1ccc(/C=c2\sc3nc(-c4ccccc4Br)nn3c2=O)o1,1581,101,8,1,2,3,1,-4,-6,2,nt
Cc1ccc(CN2C(=O)N/C(=C/c3cc(C)n(-c4ccccn4)c3C)C2=O)cc1,1633,110,-13,0.9,-9,15,1,9,-2,5,nt
COc1cc(/C=C2\OC(=O)c3c(OC)cccc32)ccc1O,1442,98,-13,0.8,-1,17,0.8,8,8,5,0.33
O=[N+]([O-])c1ccc(C(=S)N2CCC(Cc3ccccc3)CC2)cc1,1627,100,-2,0.9,3,14,1,5,2,2,nt
CCc1ccc2c(c1)/C(=N/OC)C(=O)N2,1446,89,0,0.9,11,12,1,1,1,3,0.0079
O=C(CC(=O)N/N=C/c1ccccc1)NCc1ccccc1,1466,106,6,0.9,-6,6,1.1,5,0,4,-1.4
O=C(Nc1cccc(Cl)c1)Nc1cc(S(=O)(=O)N2CCOCC2)ccc1N1CCCC1,1491,101,15,1,-4,-2,1.1,0,1,0,0.29
